Bioassay records: PubChem BioAssay, National Center for Advancing Translational Sciences (NCATS)
AT treatment: potential ataxia-telangiectasia treatments restoring KAP-1 phosphorylation; […] A-T fibroblasts, KAP-1 phosphorylation AlphaLISA; neocarzinostatin DNA damage 30 min before lysis; Potency, µM (doses to about 57.5 µM), for the others: top-dose activation, most hits filed as activators; actives 0.19% (n = 320,000); also: potency is read from the fitted curve at half-maximal effect; % of control where 0% means no effect; nearly all actives have a fitted effect of over 45% in size
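ATM-like activity read as KAP-1 phosphorylation via AlphaLISA donor/acceptor antibody pairs after lysis and 6 hr at 25C. Cells were ATM-null patient fibroblasts ([…], hTERT), dosed 60 min, then exposed to the DSB inducer NCS for 30 min.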
S-ASM inh: blocks human secretory acid sphingomyelinase. actives 0.006% (n = 340,000). placental ASM, HMU-PC fluorogenic substrate, 60 min. Potency, µM (doses to about 57.5 µM), inactives show at the top dose activity change, negative = inhibition, actives largely listed as inhibitors; also: potency is read from the fitted curve at half-maximal effect
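qHTS format. ASM enzyme prepared from human placenta hydrolyses the fluorogenic substrate HMU-PC0 (9 uM final) over 60 min at 37 °C after a 10 min compound preincubation.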
KCNH2 3.1 inh: inhibitors of human KCNH2 3.1 potassium channel isoform; U2OS KCNH2 3.1, thallium flux FluxOr; stronger effect = lower value; activity change, % (tested at about 1.8 µM); actives 0.95% (n = 340,000); AID 720553;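 active = maximum activity change below -70%; inconclusive = maximum activity change from -70% to -50%; inactive = maximum activity change above -50%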;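 also: thallium influx rate constant from kinetic fluorescence after stimulation buffer; % is scaled to controls: 0 for no effect and ±100 for the full control effect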
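Steps: virus added to U2OS suspension (4 h, RT, dark); medium with 10% FBS added, cells plated, 37 C overnight; FluxOr/Red40 loading buffer 45 min RT; stimulation buffer, 2 min kinetic read; rate constant normalized.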
GALK inhibitor: galactokinase (human) inhibition; P51570; Purified GALK, Kinase-Glo residual ATP luminescence; Potency, µM (titrated, usually from 57.5 µM), without a hit: top-dose activity change, negative = inhibition, hits mostly inhibitors; actives 0.007% (n = 270,000); AID 1868; also: potency is read from the fitted curve at half-maximal effect; % is scaled to controls: 0 for no effect and ±100 for the full control effect
Target sequence (P51570 whole entry, looked up): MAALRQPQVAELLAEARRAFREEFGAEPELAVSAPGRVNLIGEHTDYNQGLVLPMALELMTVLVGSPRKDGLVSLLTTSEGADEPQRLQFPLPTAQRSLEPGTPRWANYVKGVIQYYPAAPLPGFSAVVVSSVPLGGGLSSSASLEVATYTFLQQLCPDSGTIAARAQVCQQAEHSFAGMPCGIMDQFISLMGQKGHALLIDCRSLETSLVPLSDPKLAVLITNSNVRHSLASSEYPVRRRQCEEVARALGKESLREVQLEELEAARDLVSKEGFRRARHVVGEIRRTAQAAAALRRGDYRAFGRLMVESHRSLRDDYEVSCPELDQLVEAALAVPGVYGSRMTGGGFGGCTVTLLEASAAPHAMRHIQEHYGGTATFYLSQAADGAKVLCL
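Human GALK (5 nM) with 35 uM ATP and 100 uM galactose in 20 mM HEPES pH 8.0, 5 mM MgCl2, 60 mM NaCl, 1 mM DTT, 0.01% BSA. After 1 h at room temperature, leftover ATP was read by Kinase-Glo Plus luminescence.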
KCNH2 WT inh: KCNH2 (human, wildtype) channel inhibition. Q12809. U2OS, BacMam KCNH2, thallium flux FluxOr; stronger effect = lower value. activity change, % at 1.84 µM. actives 0.37% (n = 340,000). AID 720551;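 active = maximum activity change below -70%; inconclusive = maximum activity change between -70% and -50%; inactive = maximum activity change above -50%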; also: % is scaled to controls: 0 for no effect and ±100 for the full control effect
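U2OS cells were transduced with wild-type KCNH2 virus (2.03 x 10^8 / mL) for 4 h at room temperature, then cultured overnight at 37 C. Thallium flux was read with FluxOr dye. Rate constants were normalized to DMSO controls.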
MBNL1 CUG block: blocks human MBNL1 binding to CUG repeat RNA. Q9NR56. TR-FRET MBNL1-His/biotin-(CUG)12 binding, 665/545 ratio. Potency, µM (series often up to 57.5 µM), for the others: at the highest dose activity change, negative = inhibition, usual class: inhibitors. actives 0.036% (n = 280,000). AID 2675; active = well fitted inhibition curve with a large enough effect in the signal ratio, with a control signal flat, not every such curve was filed as active; inconclusive = small, poorly fitted or top-dose-only effect, or effect the other way, or a change in a side signal; inactive = no such curve, though single readings can be large or run the other way; the % refers to the signal ratio; also: potency is read from the fitted curve at half-maximal effect; % is scaled to controls: 0 for no effect and ±100 for the full control effect
Target sequence (Q9NR56 whole entry, looked up): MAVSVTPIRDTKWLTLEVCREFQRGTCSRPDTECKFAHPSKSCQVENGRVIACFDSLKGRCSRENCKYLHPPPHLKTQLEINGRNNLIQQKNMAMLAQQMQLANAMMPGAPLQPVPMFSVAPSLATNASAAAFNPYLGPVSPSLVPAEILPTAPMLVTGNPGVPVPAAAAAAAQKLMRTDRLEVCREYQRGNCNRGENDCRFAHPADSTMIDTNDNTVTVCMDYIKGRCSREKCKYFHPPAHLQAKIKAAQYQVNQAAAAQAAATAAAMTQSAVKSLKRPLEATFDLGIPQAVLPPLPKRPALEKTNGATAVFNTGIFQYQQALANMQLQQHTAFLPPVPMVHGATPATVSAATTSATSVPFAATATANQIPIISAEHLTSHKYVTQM
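Compound titration spanned 92 nM–58 uM against the MBNL1-His/biotin-(CUG)12 complex. After 60 min at room temperature with 5 nM streptavidin-XL665 and 0.055 ng/ul terbium anti-His, ratiometric 665/545 nm emission (Ex 340 nm) normalized to controls.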
TRPV1 agonist: activates the human vanilloid receptor TRPV1; TRPV1-expressing cells, Fluo-8 calcium influx, agonist mode; activation, % at 8.33 µM; actives 0.19% (n = 320,000); in the data active = activation above about 80%; inconclusive = between about 30% and that limit; also: 0% is about no effect
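TRPV1-expressing cells were cultured overnight at 35.5C and loaded with Fluo-8 calcium dye for 40 to 90 min at room temperature. After a 10 s baseline, compound was added and calcium influx was read kinetically for 3 min (ex 480/em 520 nm).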
Coupling enz: inhibits coupling enzyme system, counter-screen for aldolase hits | coupling enzyme system counterscreen, AmpLite Red fluorescence | activity change, negative = inhibition, % at 58.2 µM, hits read low | actives 0.67% (n = 290,000); in the data active = activity change below about -30%; also: % is scaled to controls: 0 for no effect and ±100 for the full control effect
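Activity here indicates interference with the coupling reaction, not aldolase inhibition. Compounds at 57.5 uM final met coupling enzymes for 10 min at RT; substrate and AmpLite Red detection followed, with a 525/598 nm fluorescence read after 20 min.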
Integrin act MD: integrin-mediated muscular dystrophy alleviation activation | actives 0.064% (n = 350,000) | Potency, µM (titrated, usually from 38.3 µM), without a hit: at the top dose activation, most hits filed as activators | AID 624291 | alpha7betagal myoblasts, beta-gal FDG fluorescence, 48 h;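 also: potency is read from the fitted curve at half-maximal effect; 100% = response of the positive control SU9516; nearly all actives have a fitted effect of over 60% in size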
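Alpha7betagal+/- myoblasts (passage 13) were plated 16-24 hr, then exposed to compounds (1:260 dilution of DMSO stock) for 48 hours at 37C. After MPER lysis, β-galactosidase reporter activity was read as FDG fluorescence (ex 480/em 540) after 30 minutes.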
MLL CXXC-DNA inh: inhibitors of human MLL CXXC domain-DNA interaction; Q03164; MLL-CXXC / FITC-HOXA9 DNA fluorescence polarization; Potency, µM (doses to about 115 µM), without a hit: at the top dose activity change, negative = inhibition, usual class: inhibitors; actives 0.037% (n = 290,000); AID 2662; active = well fitted inhibition curve with a large enough effect in the polarisation, with a control signal flat, not every such curve was filed as active; inconclusive = small, poorly fitted or top-dose-only effect, or effect the other way, or a change in a side signal; inactive = no such curve, though single readings can be large or run the other way; the % refers to the polarisation; also: potency is read from the fitted curve at half-maximal effect
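Purified MLL-CXXC (added from a 7 uM solution) was preincubated 5 min at ambient with pinned compounds in 50 mM Tris-HCl pH 7.5, 50 mM NaCl, 1 mM DTT, 0.05% BSA. Fluorescein-labeled HOX-A9 DNA (50 nM solution) followed, 30 min, then polarization read.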
* marks the source's active call; other numbers are inactive results; ? = inconclusive; . = no result given; [ ] = remark or other dose. Unless noted, calls follow the shape of the dose curve; as a rule, active = well fitted curve in the direction sought with a large enough effect; inconclusive = small, poorly fitted or top-dose-only effect, or another doubt; inactive = no such curve, though single readings can be large; an effect the other way counts as inactive or inconclusive.

SMILES	AT treatment	S-ASM inh	KCNH2 3.1 inh	GALK inhibitor	KCNH2 WT inh	MBNL1 CUG block	TRPV1 agonist	Coupling enz	Integrin act MD	MLL CXXC-DNA inh
CC(Sc1nnc(C2CC2)n1C)C(=O)Nc1ccc2c(c1)CCC2 (configuration not stated)	3.1%	2.0%	-3.6	.	2.8	.	4.3	.	20.9%	.
CC1(C)Cc2ccccc2-c2nc(NCCO)n(-c3ccccc3)c(=O)c21	3.4%	35.9%	-6.9	-0.1%	5.8	12.2%	-3.5	-0.3	-6.2%	14.0%
CCC(=O)N1CCc2cc(S(=O)(=O)CCC(=O)Nc3ccc(OC)cc3)ccc21	12.8%	-17.4%	-3.5	1.8%	10.3	0.5%	1.1	.	-20.1%	7.0%
O=C1c2cccc3c(Cl)ccc(c23)C(=O)N1O	1.7%	-2.1%	0.4	-0.8%	-5.5	?	-0.7	4.5	-50.4%[inhibitor]	-26.9%
CCN(CC)c1ccc(/C=N/Nc2ccc(C)cc2)c(O)c1	5.9%	3.8%	-5.7	0.5%	-3.4	11.0%	1.6	-25.3	-30.8%	0.8%
COc1cccc(C(=O)NCCS(=O)(=O)NCCc2ccc(OC)c(OC)c2)c1	2.8%	-2.0%	-8.1	.	-0.8	.	13.3	.	-13.7%	.
Cc1csc(SCC(=O)Nc2ncc(Cl)c(C)c2Cl)n1	0.6%	-0.2%	3.1	-1.0%	4.2	2.2%	5.3	6.9	-1.6%	0.0%
c1ccc(OCCOc2ncnc3sccc23)cc1	3.3%	2.8%	-2.6	-0.2%	-4.2	2.6%	5.4	4.9	-6.3%	-0.9%
CN(C(=O)c1nc(-c2ccccc2)n(-c2ccccc2)n1)C1CCS(=O)(=O)C1 (configuration not stated)	6.5%	1.5%	1.2	-0.4%	0.4	0.8%	-0.6	1.4	4.4%	-8.1%
Cc1cc(NC(=O)CCC(=O)N(CCc2ccccc2)C(C(=O)NC2CCCC2)c2ccco2)no1 (configuration not stated)	9.0%	-4.7%	-14.4	-4.0%	4.6	5.5%	1.5	1.4	19.8%	-4.0%
Cc1cc(C)c(C#N)c(SCc2cc3c(cc2Cl)OCO3)n1	10.7%	-7.0%	-10.5	-1.3%	-17.3	4.2%	2.6	4.7	18.6%	1.9%
CCn1c(SCC(=O)NC(C)C(C)C)nc2cc(S(=O)(=O)N3CCOCC3)ccc21 (configuration not stated)	1.4%	-8.0%	4.6	-6.1%	6.9	-4.8%	-0.6	.	14.7%	-12.5%
Cc1nn(CC(=O)O)c(C)c1NC(=O)c1cccs1	4.4%	4.0%	-8.6	5.6%	-0.6	-3.8%	1.7	.	?	-10.7%
O=C(NCCCN1CCC(Cc2ccccc2)CC1)C1CC(=O)N(C2CCCC2)C1 (configuration not stated)	-6.7%	0.6%	-1.9	1.9%	5.5	-2.6%	1.8	2.5	-23.5%	6.6%
Cc1ccccc1NC(=S)C1=C(O)c2sccc2N(C)S1(=O)=O	-5.8%	0.6%	-4.7	-1.7%	3.6	-2.3%	-0.2	6.1	6.9%	3.2%
CCOc1cc(Br)c(C(=O)O)cc1OC	-2.4%	6.3%	14.0	-0.8%	-17.4	-7.0%	-1.1	1.1	-2.2%[7.66 µM]	7.4%
Cc1ccccc1CC(=O)Nc1ccc2c(C)cc(=O)oc2c1	2.9%	53.6%[activator]	3.7	2.4%	-4.9	11.4%	0.2	1.1	0.8%	10.2%
Cc1ccc(/C(N)=N/OC(=O)COc2ccccc2Cl)cc1	6.4%	-2.0%	-2.9	-0.7%	2.1	2.5%	5.6	3.5	0.6%	1.6%
COC(=O)CSC1=C(C#N)C(c2sccc2C)CC(=O)N1 (configuration not stated)	2.9%	-0.4%	-6.1	-0.9%	-5.2	-5.1%	-1.3	5.1	-7.2%	-9.1%
CNC(=O)c1c(Cl)cnn1-c1ccccc1	-2.8%	0.1%	1.1	-1.5%	3.1	?	-0.6	3.7	-15.8%	0.0%
c1ccc(Cn2nnc3c(NCc4ccc5c(c4)OCO5)ncnc32)cc1	-3.4%	2.2%	10.7	0.9%	-4.6	-10.3%	1.2	11.4	7.6%	-21.1%
CCC(CC)=N/N=C/c1c(O)n(CC)c2cc(C3=NNC(=O)CC3)ccc12	.	22.2%	-27.6	-1.7%	-16.1	?	-0.4	-3.2	26.6%	-1.8%
CN(C)S(=O)(=O)c1ccc(N2CCCC2)c(C(=O)NNC(=O)COc2ccccc2F)c1	8.7%	3.0%	0.9	.	2.5	.	-1.0	.	-7.2%	.
Cc1ccc(NC(=S)NC(C)CCc2ccccc2)cc1C (configuration not stated)	7.3%	-0.5%	-7.4	0.8%	-13.1	-2.0%	19.6	1.0	12.1%	14.9%

Next section; it opens with the three that closed the last part.
SMILES	AT treatment	S-ASM inh	KCNH2 3.1 inh	GALK inhibitor	KCNH2 WT inh	MBNL1 CUG block	TRPV1 agonist	Coupling enz	Integrin act MD	MLL CXXC-DNA inh
CCC(CC)=N/N=C/c1c(O)n(CC)c2cc(C3=NNC(=O)CC3)ccc12	.	22.2%	-27.6	-1.7%	-16.1	?	-0.4	-3.2	26.6%	-1.8%
CN(C)S(=O)(=O)c1ccc(N2CCCC2)c(C(=O)NNC(=O)COc2ccccc2F)c1	8.7%	3.0%	0.9	.	2.5	.	-1.0	.	-7.2%	.
Cc1ccc(NC(=S)NC(C)CCc2ccccc2)cc1C (configuration not stated)	7.3%	-0.5%	-7.4	0.8%	-13.1	-2.0%	19.6	1.0	12.1%	14.9%
CC(=O)Nc1ccc(C2(O)COc3ccccc3O2)cc1 (configuration not stated)	15.7%	-0.5%	1.8	11.7%	-6.8	1.2%	-1.0	5.2	0.0%	5.6%
CC(C)C[C@H](NC(=O)[C@@H]1Cc2c([nH]c3ccccc23)C2c3ccccc3C(=O)N21)C(=O)NCC1CCCO1 (some centres not stated)	13.1%	9.1%	-8.2	.	2.9	-8.7%	1.0	-1.8	3.3%	1.3%
O=C(C(=O)N1CCCC1)c1c[nH]c2ccccc12	1.8%	-2.8%	26.9	-2.6%	1.9	0.0%	1.2	0.5	?	-0.3%
CCN(CC(=O)Nc1c(F)cccc1F)C(=O)CSCC(=O)Nc1cccc(C)c1	-3.7%	1.8%	-28.4	.	-3.1	.	4.6	.	-21.2%	.
CN1CCN(c2ccc(C(=O)c3cn(-c4ccc(F)c(Cl)c4)nn3)cc2)CC1	-0.9%	45.6%[activator]	-13.5	4.2%	1.8	3.8%	2.2	-1.1	5.2%	1.7%
Nc1[nH]n(-c2ccccc2)c(=O)c1N=Nc1ccccc1	-0.6%	-5.1%	0.5	.	0.1	?	4.7	1.3	9.9%	-24.4%
Cc1ccc(O)c(-c2cc(C(=O)Nc3c(C)n(C)n(-c4ccccc4)c3=O)[nH]n2)c1	2.0%	-0.7%	-2.8	.	9.6	2.0%[11.5 µM]	2.6	-0.3	-12.6%	-3.9%
CCOC(=O)c1[nH]cnc1C(=O)NC1CCCCC1	-6.4%	2.1%	-1.3	0.6%	-13.3	0.8%	0.9	4.0	7.8%	6.5%
CCCCc1nnc(NC(=O)CSc2nc(O)c(Cc3ccccc3)c(=O)[nH]2)s1	-3.4%	4.5%	-2.5	-0.6%	5.0	18.4%	-4.6	10.0	-15.6%	6.9%
Cc1sc2ncnc(N3CCC(C(=O)N(C)CC(=O)Nc4ccccc4Br)CC3)c2c1C	3.4%	4.4%	0.4	-3.7%	1.0	-0.1%	18.5	.	17.7%	-7.5%
C[C@H](CO)N1C[C@H](C)[C@@H](CN(C)C(=O)NC2CCCCC2)Oc2ccc(NS(=O)(=O)c3ccccc3)cc2C1=O	3.5%	2.8%	11.4	.	0.1	.	.	.	-10.4%	.
COc1cccc(NC(=O)CN(C)C(=O)c2cc(S(=O)(=O)N3CCCCCC3)ccc2OC)c1	3.5%	0.1%	-8.0	.	0.9	.	1.4	.	?	.
CCc1ccc(N(CC(=O)NC(C)(C)C)C(=O)CCC(=O)Nc2ccccn2)cc1	1.1%	2.4%	-2.0	-2.6%	2.7	-3.9%	1.2	-2.0	0.0%	20.2%
O=C(Cn1c(=O)oc2ccccc21)Nc1ccc2c(c1)OCCO2	-0.2%	4.8%	5.9	-0.2%	1.7	-1.8%	-1.0	1.0	22.7%	3.1%
Cc1cccc(CC2CC(=O)N(c3ccccc3)C2=O)c1 (configuration not stated)	6.6%	-1.3%	7.6	-0.1%	-13.0	-5.9%	13.1	-1.8	-11.5%	-2.1%
